Compound activity (PubChem)
ADAM17 inh: inhibitors of human ADAM17; P78536; recombinant ADAM17, EDANS/DABCYL FRET peptide cleavage; inhibition, % at 6.95 µM; 0.83% of 370,000 active;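 active means inhibition above the mean of compounds lying between control limits plus 3 SD, set per campaign, cut at about 8.5% in these data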;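 further: 0% = DMSO-only wells as the low control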
Target sequence (P78536 215-824 limits assumed): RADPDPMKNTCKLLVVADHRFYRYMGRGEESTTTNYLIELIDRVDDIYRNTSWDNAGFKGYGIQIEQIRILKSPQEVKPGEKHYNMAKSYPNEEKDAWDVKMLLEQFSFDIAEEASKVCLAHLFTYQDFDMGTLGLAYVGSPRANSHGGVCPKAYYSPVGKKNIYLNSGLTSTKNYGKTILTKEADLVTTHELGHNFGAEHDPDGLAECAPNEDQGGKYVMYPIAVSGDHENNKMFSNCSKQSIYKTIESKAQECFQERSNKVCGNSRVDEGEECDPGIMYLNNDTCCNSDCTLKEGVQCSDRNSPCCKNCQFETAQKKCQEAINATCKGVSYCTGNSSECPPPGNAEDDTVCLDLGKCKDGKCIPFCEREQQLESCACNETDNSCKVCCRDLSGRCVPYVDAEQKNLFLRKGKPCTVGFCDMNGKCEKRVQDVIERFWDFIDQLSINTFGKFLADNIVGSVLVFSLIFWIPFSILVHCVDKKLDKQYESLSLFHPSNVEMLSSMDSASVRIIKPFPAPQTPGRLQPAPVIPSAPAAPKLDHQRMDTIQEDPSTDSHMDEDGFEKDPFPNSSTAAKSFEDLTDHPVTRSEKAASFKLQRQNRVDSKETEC
PLC-beta3 inh: inhibitors of human phospholipase C beta3; Q01970; Purified PLC-beta3, fluorogenic substrate, fluorescence; inhibition, % at 12.2 µM; 0.18% of 370,000 active; AID 720704; in the data active means inhibition above about 11%;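 further: 0% = median of compound wells on plate and 100% = full blocker control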
DAX1 inh-1: blocks DAX1 repression of SF-1 activated StAR promoter. AID 652010. 1.1% of 370,000 active. inhibition, % at 6.8 µM. HEK293T StAR-luciferase reporter, SF-1/DAX-1 repression relief;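 active means inhibition above the mean over all tested compounds plus 3 SD, cut at about 3.6% in these data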;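 further: 0% = DAX-1 cells with DMSO and 100% = cells lacking DAX-1 with DMSO; higher inhibition means more luminescence from relief of DAX-1 repression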
DAX1 inh-2: inhibits human nuclear receptor DAX1; HEK293 Gal4-DAX1 luciferase reporter, luminescence; inhibition, % at 6.75 µM; 0.99% of 340,000 active; AID 504766;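 active means inhibition above the mean over all tested compounds plus 3 SD, cut at about 4.2% in these data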;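 further: 0% = DAX1-transfected cells with DMSO and 100% = empty-vector control cells with DMSO; inhibition shows as a rise in luminescence from relieved DAX1 repression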
Target sequence (P51843 207-470 limits assumed): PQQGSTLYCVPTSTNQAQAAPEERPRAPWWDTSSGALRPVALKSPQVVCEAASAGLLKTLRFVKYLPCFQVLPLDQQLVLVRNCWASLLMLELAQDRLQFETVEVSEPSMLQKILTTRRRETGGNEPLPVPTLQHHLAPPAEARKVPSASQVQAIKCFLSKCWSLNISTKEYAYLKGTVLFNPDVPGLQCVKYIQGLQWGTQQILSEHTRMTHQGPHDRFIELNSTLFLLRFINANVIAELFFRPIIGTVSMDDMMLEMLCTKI
hgDAF-12 ag: activates the H. glycines DAF-12 receptor ligand-binding domain; HEK293 GAL4-hgDAF12 UAS-luciferase reporter, agonist luminescence; normalized to butyrate control; activation, % at 6.8 µM; 1.8% of 370,000 active; AID 687014;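 active means activation above a cutoff set at the mean of all screened compounds plus 3 SD, cut at about 10% in these data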;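 further: 0% = DMSO wells and 100% = sodium butyrate wells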
PLCg1 inh: PLC-gamma1 (human) inhibition, primary screen | P19174 | purified PLC-gamma1, fluorogenic substrate, fluorescence | inhibition, % at 12.2 µM | 0.84% of 370,000 active; in the data active means inhibition above about 9.5%
ADAM10 inh: ADAM10 inhibition, QFRET primary screen; recombinant ADAM10, EDANS/DABCYL FRET peptide cleavage, 3 h; inhibition, % at 7 µM; O14672; AID 720582; 0.62% of 370,000 active;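 active means inhibition above a per-campaign cutoff equal to the mean of compounds falling between control-based bounds plus 3 SD, cut at about 20% in these data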;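 further: 0% = DMSO wells while the 100% control is not disclosed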
HGIII-sPLA2 inh: Blocks human group III sPLA2 activity. Q9NZ20. QFRET BODIPY PC-A2 liposome hydrolysis, fluorescence. inhibition, % at 12.2 µM. 0.56% of 370,000 active. AID 743126;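 active means inhibition above mean plus 3 SD of compounds lying within the high and low control bounds, cut at about 19% in these data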;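 further: 0% = median of test compound wells and 100% = no enzyme DMSO wells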
ssDAF12 agonist: S. stercoralis DAF-12 activation, primary screen | AID 652126 | HEK293 ssDAF-12/GRIP1 lit1-tk-luc reporter, luminescence; % of 3 µM dafachronic acid response | 1% of 370,000 active | activation, % at 6.8 µM;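 active means activation above the mean over all tested compounds plus 3 SD, cut at about 0.9% in these data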;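 further: 0% = DMSO-only wells and 100% = 3 µM delta7-dafachronic acid wells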
hcDAF-12 act: activates DAF-12 receptor from parasite H. contortus. activation, % at 6.8 µM. 1.4% of 370,000 active. HEK293 hcDAF-12 lit1-tk-luc reporter, luminescence; 0% DMSO, 100% Δ7-dafachronic acid. AID 652067;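 active means activation above the mean of all tested compounds plus 3 SD, cut at about 5.5% in these data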;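 further: 100% = response to 3 µM Δ7-dafachronic acid high control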
FXN GAA850 act: frataxin GAA850 promoter activation; HEK293 lucGAA850 FXN promoter luciferase reporter, 24 h; percent of 10 µM SAHA response; 0.56% of 360,000 active; activation, % at 6 µM;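 active means activation above the average of all compounds screened plus 3 SD, cutoff fixed separately per campaign, cut at about 7.5% in these data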;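 further: 0% = DMSO wells and 100% = 10 µM SAHA wells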
Active calls of the source: *; i = inactive; · = no result given. This is a random part of the collection, and some 6.9% of all compounds hit somewhere here.

mol	hcDAF-12 act	DAX1 inh-2	PLC-beta3 inh	ssDAF12 agonist	PLCg1 inh	ADAM17 inh	hgDAF-12 ag	ADAM10 inh	HGIII-sPLA2 inh	FXN GAA850 act	DAX1 inh-1
CC1(C(=O)N2CC3(CC(c4ccccc4)=NO3)C[C@H]2C(=O)NCC(N)=O)CC1 (stereo not given in full)	-0.8	-0.4	-56	-0.9	-45	-4	3.4	-5	-2	-1.5	-0.4
Cn1nc(C(F)(F)F)c(-c2ccccc2)c1NC(=O)c1ccco1	0.3	-1.3	-7	-1.6	-3	-6	1.3	6	12	0.5	0.6
O=C(NCc1ccco1)c1nc2ccccc2s1	0.5	-0.5	3	-0.7	2	-4	4.9	-2	1	0.2	-0.9
CCn1nnc(NC(=O)c2cccc(-c3cc4ccccc4oc3=O)c2)n1	0.3	2.5	-143	-0.7	-95	-150	3.1	-441	-4	0.8	-0.3
CC(=O)C1CCC2C3CCC4=CC(=O)CC[C@]4(C)[C@@]3(F)C(O)C[C@]12C (stereo not given in full)	0.1	0.2	-5	-1.2	-1	-5	-3.0	-2	4	6.5	0.2
CC1(C)CC(=O)C(C=NCCc2ccc(O)cc2)=C(O)C1	1.4	-0.3	-1	-0.4	1	-2	-0.2	3	1	0.5	-0.1
CN(C)CCn1c(=O)n(-c2cccc(Cl)c2)c(=O)c2c3c(sc21)CCCCC3	-0.3	1.0	-9	-1.8	-1	-1	-3.0	-1	12	13*	-0.2
COCCCn1c(SCC(=O)c2ccccc2)nc2ccccc2c1=O	-2.0	-3.1	-4	-2.5	1	-2	1.7	-5	-50	-0.7	-1.3
Cc1ccnc(NS(=O)(=O)c2cccc([N+](=O)[O-])c2)c1	-0.8	3.2	-3	-1.3	0	-1	0.1	0	-6	2.0	0.4
Nc1nonc1-n1nnc(C(=O)N/N=C/c2ccoc2)c1-c1ccccc1	-1.1	-1.1	-9	-1.4	-6	0	1.4	9	-11	0.0	-0.2
CC(NC(=O)COC(=O)C1=NN(c2ccccc2)C(=O)CC1)c1ccccc1 (stereo not given)	1.0	2.1	0	-0.9	1	3	-1.4	-16	2	2.9	1.2
CC1CC(C)CN(S(=O)(=O)c2ccc(C(C)(C)C)cc2)C1 (stereo not given)	-1.9	-0.4	5	-0.8	0	-3	-0.2	-2	3	-0.7	0.4
Cc1ccc(CS(=O)Cc2ccc(C(=O)NCCc3ccccc3)o2)cc1 (stereo not given)	1.7	-0.1	-4	-1.2	-2	-1	0.9	-4	2	-0.9	0.5
CS(=O)(=O)c1cccc(C(=O)OCC(=O)NC(=O)Nc2ccccc2F)c1	0.2	1.4	2	-0.7	0	-2	3.4	6	3	3.5	-0.7
COc1cccc(C(=O)NCCS(=O)(=O)N2CCCCC2)c1	-1.2	-0.5	-10	-0.6	0	-5	0.1	-3	2	-0.7	1.3
O=[N+]([O-])c1nn(-c2ccc3c(c2)OCCO3)n(O)c1=NCc1ccccc1Cl	1.2	2.2	0	0.1	1	-6	6.8	-9	6	3.6	1.7
Cc1c([N+](=O)[O-])cnc(Sc2ccccc2)c1[N+](=O)[O-]	-0.7	-2.1	1	-1.0	11*	10*	2.8	4	-34	0.7	0.1
O=C(OCC(=O)N1CCCC1)c1ccccc1O	3.5	3.6	-1	0.3	3	-1	3.4	9	1	4.5	0.9
COc1c(C)cc(Br)cc1C(=O)Nc1ccc(N2CCN(S(C)(=O)=O)CC2)cc1	-2.3	0.2	0	-1.8	-2	-1	1.4	-3	-1	-0.3	0.4
COc1ccc([N+](=O)[O-])cc1N(CC(=O)N1CCN(Cc2ccccc2)CC1)S(C)(=O)=O	-1.6	-2.1	-7	-1.4	1	-6	0.7	3	11	3.5	-0.3
COC(=O)Cn1c(C)c(C(C)=O)c(C(C)=O)c1C	-1.0	1.5	2	-0.8	1	-7	0.7	2	8	2.3	0.4
Cc1cccc(NS(=O)(=O)c2cc3c4c(c2)C(C)C(=O)N4CCC3)c1 (stereo not given)	-1.6	-0.8	-29	-1.7	-15	-3	-2.6	3	-18	1.0	0.2
CCCOc1ccc(C(=O)Nc2ccc(N3CCN(C(C)=O)CC3)cc2)cc1	-1.5	-0.7	3	-1.1	2	-4	-0.5	5	4	1.5	-0.1
COc1ccc(-c2nnc3n2N=C(C)CS3)cc1	-2.5	1.2	2	-1.6	1	-1	1.4	-4	-1	0.5	-1.0
CCN(CC)C(=O)COc1cc(C)c(Cl)c(C)c1	-1.4	-0.7	-2	-0.7	-2	-4	-1.4	-8	13	1.7	-0.4
COc1ccc(C(CCN)Cc2ccccc2)cc1 (stereo not given)	1.9	-0.5	1	0.0	6	2	3.2	-1	10	-0.1	0.2
O=[N+]([O-])c1ccc(OCCn2cnc3ccccc32)cc1	-1.3	-0.1	-1	-0.6	3	0	0.7	1	2	0.4	-1.0
N#Cc1cccc(-c2cn(S(=O)(=O)c3ccc(Cl)cc3)nc2N)c1	0.7	-1.2	1	-0.8	2	0	0.1	9	-16	0.3	-0.7
CN1C(C(=O)NCc2cccc(Br)c2)CC2Cn3c(nc4cc5ccccc5cc43)C21 (stereo not given)	-0.9	-0.8	-23	-1.2	-11	-10	1.7	-26	-10	-0.9	-0.4
COc1ccc(-c2cn(CCN)c(-c3ccncc3)n2)cc1	-0.5	1.1	-12	-0.5	-8	4	-0.6	-3	-3	-0.9	0.5
C=C(C)c1cccc(C(C)(C)NC(=O)N2CC(C)OC(C)C2)c1 (stereo not given)	-0.5	-0.7	4	-1.4	2	-1	-1.5	3	-1	1.1	-0.4
O=C(CCS(=O)(=O)c1ccc(Cl)cc1)Nc1ccc(N2CCOCC2)cc1	0.5	-0.3	-4	-1.3	1	0	3.4	2	-4	0.8	0.1
O=C(NC1CCN(Cc2ccccc2)CC1)C(NS(=O)(=O)c1cccc2nsnc12)c1ccccc1 (stereo not given)	-1.3	1.7	1	-1.1	0	2	-1.7	6	-9	-1.9	0.8
CCc1ccccc1NC(=O)CSc1n[nH]c(-c2cccnc2)n1	-1.4	1.2	-2	-0.1	2	0	-1.1	2	1	-1.1	0.0
COc1cccc(/C=C/C(=O)OCC(=O)N2c3ccccc3CC2C)c1OC (stereo not given)	-1.2	-0.6	-52	-0.6	-49	-4	0.3	-12	3	1.4	-0.5
O=C(CCCO)NC1Cc2ccccc2C1	0.4	0.4	-5	-1.9	-1	-2	0.0	1	1	0.0	0.4
O=C(Nc1ccc(N2CCN(C(=O)c3ccco3)CC2)c(Cl)c1)c1c(F)c(F)c(F)c(F)c1F	-5.0	-2.1	5	-1.4	5	5	-0.1	13	-8	-1.7	-1.9
O=C1Cc2ccccc2N1c1c(Cl)cccc1Cl	-0.6	-0.1	3	-1.1	2	-3	-1.7	-5	-38	1.0	1.0
COc1ccc(NS(=O)(=O)c2ccc3oc(SC4CCOC4=O)nc3c2)cc1 (stereo not given)	1.7	-1.4	7	-0.9	3	8	-1.3	10	-47	1.8	-0.2
CC(=O)N1CCc2cc(Br)cc(S(=O)(=O)NCC3CCCO3)c21 (stereo not given)	-0.9	0.1	1	-0.9	0	-3	1.8	-3	0	-0.9	-0.1
COc1ccc(OC)c2[nH]c(=O)c(CCNC(=O)Cc3cccs3)cc12	0.0	0.4	-88	-1.6	-68	-5	3.4	-17	-4	0.8	0.4
O=C(O)C1C(c2ccccc2)=C1c1ccc(Br)cc1 (stereo not given)	0.7	2.0	-4	-0.5	-7	1	-2.8	-1	-10	1.3	-0.1
CSCC[C@H](NC(=O)Cc1c(C)c2c(cc(C)c3c(C)c(C)oc32)oc1=O)C(=O)O	-0.8	1.7	i	-1.1	-489	-69	2.2	-157	-1	1.2	-0.5
CCOc1ccc(C(=O)Nc2nc(C)cc(C)n2)cc1[N+](=O)[O-]	1.9	1.2	5	-0.4	5	-2	-1.8	4	6	0.1	0.1
C[C@H](CO)N1C[C@H](C)[C@@H](CN(C)C)Oc2c(NC(=O)C3CC3)cccc2C1=O	-0.5	-1.1	2	-0.6	-2	-5	0.6	-2	-1	-0.8	0.1
CCOC(=O)C1CCN(C(=O)C(C)N(c2ccc(Oc3ccccc3)cc2)S(C)(=O)=O)CC1 (stereo not given)	-4.1	-4.7	-2	-2.1	0	-3	-6.4	-2	-4	-2.3	-2.2
COc1ccc(Cl)c(OC)c1C(=O)NC(=O)Nc1c(F)cc(F)cc1F	0.9	·	-1	-1.1	0	3	1.9	2	-1	-2.9	-0.1
COc1ccc(OC)c(C2C(C(=O)c3ccccc3)=C(C)Nc3nc4ccccc4n32)c1 (stereo not given)	1.1	0.5	-4	0.1	-3	-3	4.3	8	-1	-2.1	0.8
Cc1ccc(-n2c(SCC(=O)c3ccc4ccccc4c3)nnc2-c2cccnc2)cc1	-0.3	·	-4	-1.5	-4	-1	-1.4	-2	-31	·	-0.3
O=C(Nc1ccc2nccnc2c1)Nc1ccccc1Cl	-0.8	1.6	-79	-1.6	-57	-7	11*	-28	-2	3.4	0.4
O=C(O)c1ccc(C=Nn2c(-c3ccc(F)cc3)n[nH]c2=S)cc1	-1.8	·	-4	-1.5	2	-1	5.5	2	6	·	-0.6
CCOC(=O)C1CCN(c2nc(-c3ccc(Br)cc3)nc3ccccc23)CC1	3.5	-0.1	-6	0.0	-4	-2	8.3	4	-4	1.0	-0.6
Cn1c(SCC(=O)NCCc2ccc(S(N)(=O)=O)cc2)nc2ccccc2c1=O	-0.8	0.0	-6	-1.5	2	-3	0.3	4	-2	2.5	0.2

Random excerpt: four compounds from above, in no set order.
mol	hcDAF-12 act	DAX1 inh-2	PLC-beta3 inh	ssDAF12 agonist	PLCg1 inh	ADAM17 inh	hgDAF-12 ag	ADAM10 inh	HGIII-sPLA2 inh	FXN GAA850 act	DAX1 inh-1
CCc1ccccc1NC(=O)CSc1n[nH]c(-c2cccnc2)n1	-1.4	1.2	-2	-0.1	2	0	-1.1	2	1	-1.1	0.0
COc1ccc(Cl)c(OC)c1C(=O)NC(=O)Nc1c(F)cc(F)cc1F	0.9	·	-1	-1.1	0	3	1.9	2	-1	-2.9	-0.1
O=C(Nc1ccc2nccnc2c1)Nc1ccccc1Cl	-0.8	1.6	-79	-1.6	-57	-7	11*	-28	-2	3.4	0.4
COc1ccc(NS(=O)(=O)c2ccc3oc(SC4CCOC4=O)nc3c2)cc1 (stereo not given)	1.7	-1.4	7	-0.9	3	8	-1.3	10	-47	1.8	-0.2

Three structures out of the list, sorted by heavy-atom count, ascending:
mol	hcDAF-12 act	DAX1 inh-2	PLC-beta3 inh	ssDAF12 agonist	PLCg1 inh	ADAM17 inh	hgDAF-12 ag	ADAM10 inh	HGIII-sPLA2 inh	FXN GAA850 act	DAX1 inh-1
O=C(O)C1C(c2ccccc2)=C1c1ccc(Br)cc1 (stereo not given)	0.7	2.0	-4	-0.5	-7	1	-2.8	-1	-10	1.3	-0.1
CCc1ccccc1NC(=O)CSc1n[nH]c(-c2cccnc2)n1	-1.4	1.2	-2	-0.1	2	0	-1.1	2	1	-1.1	0.0
Cc1ccc(-n2c(SCC(=O)c3ccc4ccccc4c3)nnc2-c2cccnc2)cc1	-0.3	·	-4	-1.5	-4	-1	-1.4	-2	-31	·	-0.3
